Screening results as filed in PubChem.
Nrf2 ARE act: Nrf2 pathway activation | AREc32 ARE-luciferase reporter (MCF7-derived line), luminescence, 24 h | Potency, µM (titrated, usually from 46.1 µM), for inactives: top-dose activation, actives largely listed as activators | 410,000 compounds, 0.31% hits | AID 624171; note: % of control where 0% means no effect; nearly all actives have a fitted effect of over 65% in size
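AREc32 cells carrying an ARE-driven firefly luciferase reporter were seeded at 1000 cells/well in OPTI-MEM with 5% FBS, then exposed to compound for 24 hr at 37 deg C. Luminescence was read with Steady-Glo after 30 min at RT.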
Nrf2 inh: Nrf2 pathway inhibition; A549 ARE-Fluc reporter, luciferase luminescence, 18-24 h; Potency, µM (titrated, usually from 46 µM), without a hit: at the top dose activity change, negative = inhibition, actives largely listed as inhibitors; 360,000 compounds, 2.1% hits; note: % is set by controls: 0 for no effect and ±100 for the full control effect; nearly all actives have a fitted effect of over 60% in size
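Two sequential reads on A549 ARE_Fluc cells exposed to compound for 18-24 h: a CellTiter-Fluor fluorescence read for viability, then a luciferase luminescence read for Nrf2/ARE activity.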
ATXN viability: viability counter-screen for ATXN expression inhibitors; S2 cells (HEK-293 line with an ATXN2-luciferase reporter) viability, CellTiter-Fluor protease fluorescence, 24 h; Potency, µM (titrated, usually from 56.7 µM), usual class: cytotoxic; 400,000 compounds, 0.49% hits; AID 651635; note: nearly all actives have a fitted effect of over 40% in size
TGFb inhibitor: TGF-b pathway inhibition. 410,000 compounds, 1.2% hits. HepG2 CAGA-GFP TGF-b/SMAD3 reporter, GFP fluorescence, 18 h; TGF-beta stimulated, 500 pg/mL final. Potency, µM (doses to about 46.1 µM), for inactives: top-dose activity, negative = inhibition, most hits filed as inhibitors. AID 588855; note: % is set by controls: 0 for no effect and ±100 for the full control effect; nearly all actives have a fitted effect of over 65% in size
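HEPG2 CAGA-GFP, 1000 cells/well; 2 h settle, 37 C; cpd via pin tool; TGF-b 500 pg/mL final; 18 h, 37 C; GFP imaging ex488/em500-530; %Activity normalised to -TGF-b and +DMSO controls; CRC fit, curve class.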
HepG2 tox: kills HepG2 cells in TGF-b inhibitor counter-screen; HepG2 CAGA-GFP viability, ATP luminescence, 18 h; Potency, µM (doses to about 46.1 µM), for the others: at the top dose activity change, negative = cytotoxicity, hits mostly cytotoxic; 410,000 compounds, 0.76% hits; AID 588856; note: some results filed as inactive show a strong effect at the top dose
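HepG2 CAGA-GFP cells (1000/well, DMEM with 1% FBS) received compound, then TGF-beta at 500 pg/mL final, and were incubated 18 hours at 37 degrees C. Viability was read by CellTiter-Glo luminescence. Media-only wells were set as complete cell-killing and DMSO as no toxicity.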
ATXN2 expr inh: reduces ATXN2 reporter expression in HEK-293 cells | HEK-293 ATXN2-luciferase reporter, luminescence, 24 h | Potency, µM (top dose mostly 57 µM), inactives show at the highest dose activity change, negative = inhibition, hits mostly inhibitors | 360,000 compounds, 0.72% hits; note: % is set by controls: 0 for no effect and ±100 for the full control effect; nearly all actives have a fitted effect of over 55% in size
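ATXN2-luciferase reporter cells (luciferase flanked by upstream and downstream ATXN2 gene portions) were treated 24 h at 37 °C with compounds at up to 57 uM. SteadyGlo luminescence gave expression; GF-AFC fluorescence gave viability.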
MCF10A rerep: inducers of DNA re-replication in MCF 10A breast cells | 350,000 compounds, 2.9% hits | MCF 10A DNA re-replication, Hoechst nuclear intensity, 48 h | AID 624296 | Potency, µM (series often up to 46.1 µM), for inactives: at the top dose activity, positive = re-replication, most hits filed as activators; note: % of control where 0% means no effect; nearly all actives have a fitted effect of over 50% in size
A549 viability: A549 cytotoxicity, counter-screen for Nrf2 inhibitors; A549 ARE-Fluc cells, CellTiter-Fluor viability, 18-24 h; Potency, µM (titrated, usually from 46 µM), inactives show at the top dose activity change, negative = cytotoxicity, most hits filed as inhibitors; 390,000 compounds, 0.16% hits; AID 504648; note: % is set by controls: 0 for no effect and ±100 for the full control effect
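A549 ARE_Fluc cells in 5% FBS OPTI-MEM were exposed to compounds in concentration-response for 18-24 h at 37 deg C. Viability was read by CellTiter-Fluor fluorescence (Ex 405/Em 525) after 30 min, before the luciferase read.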
EPAC2 antag: blocks human EPAC2 exchange factor; Q8WZA2; Potency, µM (titrated, usually from 114 µM), inactives show at the highest dose activity, negative = inhibition, hits mostly inhibitors; 360,000 compounds, 0.18% hits; EPAC2 GEF exchange of Rap1B-BODIPY-GDP, fluorescence; note: % is set by controls: 0 for no effect and ±100 for the full control effect; nearly all actives have a fitted effect of over 45% in size; many of its hits are not listed in these tables
Target sequence (Q8WZA2 whole entry, looked up): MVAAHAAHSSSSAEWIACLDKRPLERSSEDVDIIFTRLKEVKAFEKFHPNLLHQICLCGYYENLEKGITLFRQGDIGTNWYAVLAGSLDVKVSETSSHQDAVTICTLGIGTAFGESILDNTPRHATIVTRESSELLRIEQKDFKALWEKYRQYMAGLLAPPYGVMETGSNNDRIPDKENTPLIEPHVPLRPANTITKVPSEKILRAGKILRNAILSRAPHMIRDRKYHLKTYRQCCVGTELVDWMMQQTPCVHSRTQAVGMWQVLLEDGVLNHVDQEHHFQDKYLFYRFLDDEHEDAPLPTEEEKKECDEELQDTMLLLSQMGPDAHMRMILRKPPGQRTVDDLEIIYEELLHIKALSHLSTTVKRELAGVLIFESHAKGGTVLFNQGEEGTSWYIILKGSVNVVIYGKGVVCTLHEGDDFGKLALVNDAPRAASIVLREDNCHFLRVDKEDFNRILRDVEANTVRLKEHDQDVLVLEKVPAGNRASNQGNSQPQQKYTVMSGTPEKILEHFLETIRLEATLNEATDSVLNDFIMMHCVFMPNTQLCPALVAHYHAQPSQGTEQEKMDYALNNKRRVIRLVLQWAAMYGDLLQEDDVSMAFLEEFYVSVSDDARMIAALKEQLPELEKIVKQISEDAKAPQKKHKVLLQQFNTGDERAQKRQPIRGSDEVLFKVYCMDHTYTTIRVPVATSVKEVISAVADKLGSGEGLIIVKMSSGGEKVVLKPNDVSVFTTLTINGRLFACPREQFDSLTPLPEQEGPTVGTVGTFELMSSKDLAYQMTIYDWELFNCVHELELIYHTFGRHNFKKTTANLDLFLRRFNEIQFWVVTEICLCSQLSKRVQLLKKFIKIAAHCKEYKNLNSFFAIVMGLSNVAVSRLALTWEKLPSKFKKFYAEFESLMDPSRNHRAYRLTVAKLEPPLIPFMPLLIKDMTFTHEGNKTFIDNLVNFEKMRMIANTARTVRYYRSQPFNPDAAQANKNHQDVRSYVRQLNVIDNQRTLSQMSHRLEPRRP
The depositor's hits bear a star; i = inactive; ? = inconclusive; nt = no result given; [ ] = another dose, or the depositor's remark. Calls come from the whole dose curve; as a rule, active = well fitted curve in the direction sought with a large enough effect; inconclusive = small, poorly fitted or top-dose-only effect, or another doubt; inactive = no such curve, though single readings can be large; an effect the other way counts as inactive or inconclusive. Potency is the fitted concentration of half-maximal effect. The list is partial; rates above refer to the full screens.

SMILES	Nrf2 ARE act	Nrf2 inh	ATXN viability	TGFb inhibitor	HepG2 tox	ATXN2 expr inh	MCF10A rerep	A549 viability	EPAC2 antag
COCCCNc1oc(-c2ccc(COc3ccccc3C)o2)nc1C#N	-0.4%	?	?	1%	-41%	?	nt	-5%	nt
C=CCSc1ncnc2c1oc1nc3c(cc12)COC(C)(C)C3	7.3%	18%	i	9%	19%	31%[activator]	0%	-3%	-7%
COC(=O)c1ccccc1NC(=O)CCC(=O)N1CC(C)Sc2ccccc21 (configuration not stated)	5.4%	-9%	nt	?	-16%	nt	nt	19%	nt
O=C(c1cc(-c2ccco2)on1)N1CCOCC1	-0.1%	-1%	i	?	0%	19%	-2%	2%	-4%
COc1cccc(CSc2nnc(-c3ccncc3)n2N)c1	-0.7%	0%	i	-6%	3%	5%	-9%	6%	13%
CCC(Sc1nnc(C)n2c1cc1occc12)C(=O)Nc1ccccc1F (configuration not stated)	23%	?	nt	?	-25%	nt	nt	4%	nt
CCCCNC(=O)NC(C(=O)OC)C12CC3CC(CC(C3)C1)C2 (configuration not stated)	-0.3%	-7%	i	2%	3%	-3%	1%	0%	3%
COc1cc(/C=C2\SC(=S)N(NC(C)=O)C2=O)ccc1OC(=O)c1ccco1	4.9%	0%	i	-7%	-13%	5%	12%	-6%	-3%
C=CCNc1nc(-c2ccc([N+](=O)[O-])cc2)cs1	22%	17%	i	?	-24%	35%[activator]	24%	-6%	12%
O=C(OCc1cccc(C(F)(F)F)c1)c1cc([N+](=O)[O-])ccc1N1CCOCC1	3.0%	-21%	i	?	3%	-3%	8%	-12%	-8%
O=S(=O)(O)c1cc2onnc2c2ccccc12	1.1%	4%	i	-2%	-9%	-26%	-6%	-11%	-9%
Cc1[nH]c(C)c(S(=O)(=O)N2CCN(c3ccc(Cl)cc3)CC2)c1C(=O)N1CCCC1	2.9%	-4%	?	13%	-12%	nt	1%	4%	-5%
CCc1ccccc1NC(=O)c1cc2nc(-c3ccc(Br)cc3)cc(C(F)(F)F)n2n1	12%	nt	nt	0%	-19%	nt	nt	-9%	nt
CSc1nnc2c(n1)OC(c1ccccn1)N(C(C)=O)c1ccccc1-2 (configuration not stated)	-0.3%	15%	i	?	0%	23%	?	-1%	0%
CCCn1ccc2c(OCC(=O)Nc3ccccc3OCC)cccc2c1=O	4.1%	nt	i	?	-33%	-14%	nt	2%	nt
C=CCN(CC=C)S(=O)(=O)c1ccc(NC(=S)NC(=O)C2CC2)cc1	1.4%	-20%	i	18µM*	-21%	-21%	17%	7%	?
Cc1n[nH]c(=S)c2nn(-c3ccccc3F)c(C)c12	-0.3%	-15%	i	-12%	-2%	0%	-2%	-10%	?
Cc1ccc(SCC(=O)Nc2nnc(-c3ccco3)o2)cc1	6.3%	-6%	i	4%	1%	-37%	12%	0%	10%
COc1ccccc1N1CCN(CC(=O)Nc2ccc(-n3cnnn3)cc2)CC1	0.4%	-15%	i	3%	2%	-16%	-4%	1%	0%
O=C(OCc1cc(=O)n2nc(-c3cccs3)sc2n1)c1ccccc1Br	11%	?	i	-6%	3%	4%	nt	-6%	nt
CCCNC(=O)c1onc(CSc2ccc(Cl)cc2)c1C(=O)NCC1CC1	1.5%	0%	i	-17%	-25%	-5%	-6%	8%	-12%
CCN1CCN(Cc2ccc(NC(=O)c3ccc(C)c(NC(=O)c4ccc5n[nH]nc5c4)c3)cc2C(F)(F)F)CC1	-0.3%	-14%	i	?	-26%	-5%	14%	18%	28%
CC(=O)Nc1ccc(N2C(=O)c3cccc4c(O)ccc(c34)C2=O)cc1	0.5%	14%	nt	151%[activator]	-5%	nt	-1%	-1%	417%[activator]
CCOc1ccc(S(=O)(=O)n2cc(F)c(=O)[nH]c2=O)cc1	0.2%	-1%	i	-4%	-4%	-4%	8%	-4%	2%
COc1ccccc1CNC(=O)CN1C(=O)c2ccc([N+](=O)[O-])cc2C1=O	0.4%	0%	i	23%	-16%	31%	1%	1%	-1%

3 of the entries above in order of their number in EPAC2 antag, highest first:
Structure,EPAC2 antag
COc1cccc(CSc2nnc(-c3ccncc3)n2N)c1,13%
O=C(c1cc(-c2ccco2)on1)N1CCOCC1,-4%
C=CCSc1ncnc2c1oc1nc3c(cc12)COC(C)(C)C3,-7%

(more compounds)
SMILES	Nrf2 ARE act	Nrf2 inh	ATXN viability	TGFb inhibitor	HepG2 tox	ATXN2 expr inh	MCF10A rerep	A549 viability	EPAC2 antag
CCOc1c2ccc(C(=O)NC3CCCc4ccccc43)cc2nn1CC (configuration not stated)	0.3%	-16%	i	8%	2%	2%	-3%	-2%	28%
CCOc1cc(C(=O)NC(C)c2ccncc2)cc(OCC)c1OCC (configuration not stated)	0.1%	nt	i	4%	3%	13%	1%	9%	-2%
COC(=O)c1sccc1NC(=O)c1ccc(OC)cc1	18%	?	i	-2%	-17%	14%	9%	-3%	-5%
CCOc1cc(C(=O)OCc2cccc(OC)c2OC)ccc1OCC(=O)N1CCOCC1	0.3%	-15%	i	14%	-5%	?	?	10%	14%
O=[N+]([O-])c1ccc(N2CCc3ccccc3C2)cc1	6.7%	4%	?	19%	-19%	nt	1%	-16%	3%
COc1cc(/C=N\NC(=O)c2ccccc2F)ccc1Oc1ccc([N+](=O)[O-])cn1	-0.1%	-26%	?	-25%	3%	?	23µM*	-16%	-3%
CCn1c(CCNS(=O)(=O)c2ccccc2Br)nnc1SC	0.1%	1%	i	29%	15%	-24%	1%	3%	-1%
CCOCCCNC(=O)Cn1cc2c(n1)CCCCC2	-0.7%	13%	i	4%	-57%	4%	9%	-7%	8%
Cc1cc(NC(=O)C(C)SCC(=O)OCc2ccc([N+](=O)[O-])cc2)no1 (configuration not stated)	0.2%	9%	i	-1%	16%	5%	-5%	-7%	6%
Cc1ccc(S(=O)(=O)N(C)C)cc1NC(=O)COc1cccc(-n2cnnn2)c1	-0.3%	5%	i	12%	-55%	-14%	3%	3%	23%
O=C(NNC(=S)Nc1cccc(C(F)(F)F)c1)c1ccc(Cl)cc1Cl	4.3%	?	i	?	-57%	-23%	13µM*	2%	-15%
CCn1c(SCC(N)=O)nc2ccccc2c1=O	-0.9%	-9%	i	-8%	-3%	2%	1%	-3%	5%
Cn1nc(C(C)(C)C)cc1C(=O)N1CCCCC1c1cc(C(=O)Nc2cccc3c2CCCC3)no1 (configuration not stated)	0.3%	nt	i	?	-18%	-27%	nt	nt	?
Nc1nc(NCC2CCCO2)nc(Nc2cccc(Cl)c2)c1[N+](=O)[O-] (configuration not stated)	-0.4%	-4%	?	?	-30%	-17%	22%	-7%	0%
CCNS(=O)(=O)c1ccc(NC(=O)c2c(-c3ccccc3)noc2C)cc1	-0.2%	8%	i	5%	0%	12%	1%	3%	-2%
Nn1c(=O)c2ccccc2n2c(SCc3ccc(C(F)(F)F)cc3)nnc12	-0.2%	?	?	7%	0%	-30%	?	3%	-3%
CCN1CCN(CC(=O)Nc2cccc(C)c2)C(=O)C1=O	-1.2%	?	i	-2%	-3%	1%	-5%	-3%	-22%
COc1ccc(OC)c(S(=O)(=O)Nc2ccc(C)c(C)c2)c1	0.2%	nt	i	-1%	-14%	9%	5%	0%	-18%
CC(=O)Nc1ccc(N2C(=O)c3ccc(S(=O)(=O)c4ccc(C(=O)O)cc4)cc3C2=O)cc1	-0.3%	13%	i	-16%	-22%	-2%	?	8%	28%
COc1ccc(-c2nc(CN3CCC(C(=O)N4CCOCC4)CC3)c(C)o2)c(OC)c1	2.1%	5%	i	12%	-28%	5%	7%	12%	-3%
CC1=NOC(=O)/C1=C\c1ccc(-c2cccc(Cl)c2)o1	0.6%	-18%	?	?	-110%	?	16µM*	-19%	-30%
Cc1nc2c(c(C)nn2-c2ccccc2)c(C)c1CCC(=O)Nc1ccccc1	0.4%	4%	i	8%	-11%	2%	nt	5%	nt
CCCNC(=O)c1ccc(N2CCC3(CC2)CC(c2cccc(Br)c2)=NO3)c(NC(=O)c2cccc(OC)c2)c1	0.4%	2%	i	-3%	-2%	?	?	6%	13%
CC1CCCCC1NC(=S)NC(=O)c1ccccc1Cl (configuration not stated)	4.8%	-15%	i	?	0%	6%	?	2%	-14%
CC1CCN(c2ccccc2NC(=O)c2ccc(N3CCOCC3)c([N+](=O)[O-])c2)CC1	-0.5%	-32%	?	-7%	0%	?	16µM*	12%	-4%

Further results
SMILES	Nrf2 ARE act	Nrf2 inh	ATXN viability	TGFb inhibitor	HepG2 tox	ATXN2 expr inh	MCF10A rerep	A549 viability	EPAC2 antag
CCN(CC)c1ccc(/C=N/N2CCN(Cc3ccccc3)CC2)cc1	-0.3%	12%	i	-12%	-15%	0%[11.3 µM]	6%	2%	-9%
O=C(COc1ccccc1)N1CCN(C(=O)c2cccs2)CC1	-0.6%	nt	i	-1%	5%	-2%	-2%	5%	-1%
COc1ccccc1NS(=O)(=O)c1cccc(C(=O)NCC(c2ccco2)N2CCCCC2)c1 (configuration not stated)	4.7%	2%	i	0%	-5%	-11%	15%	-6%	-1%
CCn1c(COC(=O)CNC(=O)c2ccccc2F)nc2cc(S(=O)(=O)N(C)C)ccc21	-1.0%	-1%	i	1%	-5%	-4%	2%	-3%	12%
CCOc1ccccc1C(=O)Nc1cccc(-c2ccc(N3CCOCC3)nn2)c1	6.2%	?	i	2%	-26%	33%[activator]	26%	8%	-1%
O=C(NCc1ccco1)c1cccc2c1C(=O)c1ccc(N3CCCC3)cc1S2(=O)=O	-1.2%	5%	i	-10%	-24%	10%	4%	-16%	11%
Cc1cccc(OCc2nnc(SCC(=O)N3c4ccccc4CCc4ccccc43)o2)c1	0.0%	?	i	-17%	-1%	-17%	-7%	-4%	-1%

Some values from the results shown:
Result for CCN(CC)c1ccc(/C=N/N2CCN(Cc3ccccc3)CC2)cc1 under TGFb inhibitor: -12%
Result for COc1ccccc1NS(=O)(=O)c1cccc(C(=O)NCC(c2ccco2)N2CCCCC2)c1 (configuration not stated) under Nrf2 inh: 2%
Result for CCOc1ccccc1C(=O)Nc1cccc(-c2ccc(N3CCOCC3)nn2)c1 under A549 viability: 8%
Result for Cc1cccc(OCc2nnc(SCC(=O)N3c4ccccc4CCc4ccccc43)o2)c1 under TGFb inhibitor: -17%
